Screens from PubChem BioAssay.
NPR1 activator: GC-A stimulated cGMP production enhancers – HEK293 GC-A cells, cGMP TR-FRET, EC30 ANP, primary screen; activation, % at 10 µM; 370,000 tested, 0.14% active; Atrial natriuretic peptide receptor 1 (Homo sapiens), P16066; 0% at EC30 ANP, 100% saturating ANP; in the data active = activation above about 40%
mABHD4 FP: ABHD4 inhibitors, primary screen, biochemical, fluorescence polarization, mouse; purified mABHD4, FP-Rh probe fluorescence polarization; inhibition, % at 8.92 µM; AID 720543, 2013; 370,000 tested, 0.54% active;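 active = inhibition exceeding the mean over every tested compound plus 3 SD, cut at about 30% in these data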;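 also: 0% = plate median of compound wells and 100% = S159A mutant with DMSO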
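Assay system: Wild-type mouse ABHD4 protein | Medium: HEPES pH 7.0 buffer, 150 mM NaCl, 0.01% Pluronic F-127 | Incubation: Enzyme–compound pre-incubation 45 min, then probe 60 min, both 25 °C | Technique: Fluorescence polarization with parallel and perpendicular emission, 525/598 nm | Evaluation: % inhibition of FP-Rh probe binding versus controls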
SMARCA2 act: SMARCA2 (BRM) function activators, primary screen, cell-based, luminescence, high throughput; MG213 cells, MMTV-luciferase reporter, dexamethasone, overnight; activation, % at 9.1 µM; 370,000 tested, 1% active; in the data active = activation above about 7.8%;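 also: 0% = vehicle wells and 100% = reference activator wells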
ARFGAP1 inhibitor: inhibitors of rat ARFGAP1 GAP activity, primary screen, biochemical, fluorescence polarization, GDP tracer | ADP-ribosylation factor GTPase-activating protein 1 (Rattus norvegicus), Q62848 | Arfgap1-stimulated ARF1 GTP hydrolysis, GDP FP detection | inhibition, % at 16.5 µM | 360,000 tested, 0.26% active | AID 651572, 2012;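 active = inhibition above a per-plate limit, mean inhibition of low control wells plus 3 SD, cut at about 25% in these data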;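 also: 0% = DMSO wells with enzyme and 100% = wells lacking Arfgap1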
Target sequence (Q62848 1-136 limits assumed): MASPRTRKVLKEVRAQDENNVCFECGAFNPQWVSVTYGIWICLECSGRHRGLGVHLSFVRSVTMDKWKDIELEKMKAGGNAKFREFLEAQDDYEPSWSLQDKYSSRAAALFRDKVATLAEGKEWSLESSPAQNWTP
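Repeats: one replicate per compound; assay system: rat Arfgap1 catalytic domain, aa 1-136; times: enzyme reaction 120 min at 25 °C after 20 min preincubation; detection: FP of antibody-bound GDP Alexa 633 tracer, ex 620/em 688 nm; benchmarks: high control wells lacking Arfgap1, low control full reaction with DMSO; reagent: human ARF1(Δ1-17)-GTP substrate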
HTRA1 inhibitor: HTRA1 serine protease inhibitors, primary screen, biochemical, fluorescence polarization, HTS. Q92743. recombinant HTRA1, FP-rhodamine activity-based probe. inhibition, % at 5.96 µM. 340,000 tested, 0.5% active. AID 504803, 2011; in the data active = inhibition above about 36%;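 also: 0% = enzyme with DMSO and 100% = wells lacking enzyme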
Target sequence (Q92743 whole entry, looked up): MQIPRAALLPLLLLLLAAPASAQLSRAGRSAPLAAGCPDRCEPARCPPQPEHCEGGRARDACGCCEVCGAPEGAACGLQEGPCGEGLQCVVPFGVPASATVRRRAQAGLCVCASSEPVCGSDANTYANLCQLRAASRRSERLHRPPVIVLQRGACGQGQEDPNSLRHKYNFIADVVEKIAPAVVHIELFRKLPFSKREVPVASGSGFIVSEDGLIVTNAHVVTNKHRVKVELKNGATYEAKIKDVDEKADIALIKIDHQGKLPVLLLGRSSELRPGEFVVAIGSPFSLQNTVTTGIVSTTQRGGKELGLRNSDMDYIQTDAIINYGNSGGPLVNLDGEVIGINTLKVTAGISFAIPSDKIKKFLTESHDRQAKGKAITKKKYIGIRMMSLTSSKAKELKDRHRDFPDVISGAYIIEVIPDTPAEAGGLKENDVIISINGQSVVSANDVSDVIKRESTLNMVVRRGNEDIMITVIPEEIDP
Rev-erbA mod: modulators of Rev-erb alpha DNA binding, primary screen, biochemical, FITC-DNA, fluorescence polarization, uHTS; Rev-erbα–FITC-DNA binding, 90 min; activity, % at 10 µM; 370,000 tested, 0.79% active; AID 1259318, 2017;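 active = activity above about 14%, limit read from the data; passing the limit was not always enough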;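 also: 0% = DMSO wells with 35 nM protein and 100% = DMSO wells with 750 nM protein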
GC-B act: human GC-B receptor activators, primary screen, HEK293 GC-B cells, cGMP TR-FRET, EC30 CNP. 370,000 tested, 0.11% active. activation, % at 10 µM. 0% at EC30 CNP, 100% saturating CNP. AID 1920062, 2024;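 active = activation at 10 µM reaching about 35% in either raw or pattern-adjusted values, limit read from the data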
ASAP1 GAP inh: inhibitors of human ASAP1 ArfGAP activity, primary screen, biochemical, fluorescence polarization | 360,000 tested, 0.19% active | AID 624377, 2012 | inhibition, % at 16.5 µM | ASAP1-stimulated ARF1 GTP hydrolysis, GDP FP detection; in the data active = inhibition above about 25%;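 also: 0% = vehicle with enzyme and substrate and 100% = no enzyme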
Target sequence (Q9ULH1 325-724 limits assumed): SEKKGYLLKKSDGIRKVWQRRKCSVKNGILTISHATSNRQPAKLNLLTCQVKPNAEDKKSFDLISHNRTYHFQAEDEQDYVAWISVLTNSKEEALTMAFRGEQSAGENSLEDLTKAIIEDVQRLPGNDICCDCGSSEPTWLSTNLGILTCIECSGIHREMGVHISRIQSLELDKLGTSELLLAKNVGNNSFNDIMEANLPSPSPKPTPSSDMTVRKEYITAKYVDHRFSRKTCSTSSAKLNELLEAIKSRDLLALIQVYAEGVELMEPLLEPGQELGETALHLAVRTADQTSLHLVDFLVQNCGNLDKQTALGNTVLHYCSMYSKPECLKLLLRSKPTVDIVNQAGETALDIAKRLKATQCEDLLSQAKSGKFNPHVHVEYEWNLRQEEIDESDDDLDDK
rCAG RNA binder: binders of r(CAG) RNA repeats, primary screen, biochemical, fluorescence; inhibition, % at 3 µM; 370,000 tested, 1.3% active; r(CAG) RNA repeat, TO-PRO-1 dye displacement fluorescence; AID 651821, 2012;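 active = inhibition above the plate cutoff, the mean of all test compounds on that plate plus 3 SD, cut at about 35% in these data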;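 also: 0% = DMSO alone and 100% = 100 µM mitoxantrone as full dye displacement; higher means more dye released from RNA so lower well fluorescence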
PG9 binder: binders of HIV-1 gp120 antibody PG9, primary screen, biochemical, TR-FRET | TR-FRET gp120-PG9 antibody binding | inhibition, % at 6.7 µM | 360,000 tested, 0.43% active | AID 624416, 2012; in the data active = inhibition above about 8.5%
The depositor's hits bear a star; · = not tested or not shown.

SMILES	NPR1 activator	mABHD4 FP	SMARCA2 act	ARFGAP1 inhibitor	HTRA1 inhibitor	Rev-erbA mod	GC-B act	ASAP1 GAP inh	rCAG RNA binder	PG9 binder
COc1cccc(NC(=S)NNC(=O)Cn2nc(C(F)F)cc2C(F)F)c1	-0.7	7.9	1.1	3.3	-6.3	-9.8	-1.1	1.5	8.7	-1.5
COc1cc(C)c(S(=O)(=O)n2nnc3ccccc32)cc1C	-3.3	-3.7	-1.0	8.2	-1.4	3.1	-0.1	-5.4	-1.3	1.2
NC(=O)c1ncn([C@@H]2O[C@H](CNCc3cccn3-c3ccncc3)[C@@H](O)[C@H]2O)n1	-1.5	-7.0	8.4*	7.5	8.5	5.3	-5.4	-4.0	2.1	1.7
O=C(NCC1CCN(Cc2ccc(Cl)cc2)CC1)C1CCCN(c2ncnc3c2nc2n3CCCCC2)C1 (stereo unspecified)	-8.2	-5.6	-3.7	-4.7	-11.1	-3.8	-10.5	0.2	-5.2	-2.1
Cc1cc(F)ccc1-c1cc(C(=O)NCc2ccccc2)[nH]n1	-4.7	-10.7	-0.4	-2.7	·	-6.0	3.2	-8.9	1.0	-0.1
Cc1cc(C)nc(SCC(=O)Nc2sc3c(c2C#N)CCC(C)C3)n1 (stereo unspecified)	2.5	-1.5	-1.1	2.6	-16.1	3.7	9.8	11.2	-0.3	-4.0
c1ccn(-c2ccc(-c3noc(CCc4ccncc4)n3)cc2)c1	-2.4	-5.0	-5.8	·	·	-2.4	-9.0	·	2.7	·
O=C(CCS(=O)(=O)c1ccc2c(c1)NC(=O)CS2)NCCc1ccccc1	-4.1	0.7	-2.5	-1.4	0.9	3.3	-0.8	-2.6	2.4	-0.2
Cc1c(C(=O)N2CCC(C)CC2)oc2ccc(S(=O)(=O)N3CCC4(CC3)OCCO4)cc12	1.8	2.3	-3.0	13.5	9.3	-2.9	-1.0	6.5	-6.7	-0.8
CCOC(=O)c1sc(Nc2nc3c(OC)cccc3s2)cc1C	6.0	8.6	-1.2	16.8	-1.8	-3.8	-3.1	-4.8	16.1	-0.6

Overlap with the part before: two entries, then new ones.
SMILES	NPR1 activator	mABHD4 FP	SMARCA2 act	ARFGAP1 inhibitor	HTRA1 inhibitor	Rev-erbA mod	GC-B act	ASAP1 GAP inh	rCAG RNA binder	PG9 binder
Cc1c(C(=O)N2CCC(C)CC2)oc2ccc(S(=O)(=O)N3CCC4(CC3)OCCO4)cc12	1.8	2.3	-3.0	13.5	9.3	-2.9	-1.0	6.5	-6.7	-0.8
CCOC(=O)c1sc(Nc2nc3c(OC)cccc3s2)cc1C	6.0	8.6	-1.2	16.8	-1.8	-3.8	-3.1	-4.8	16.1	-0.6
CC(Sc1nc(-c2ccccc2)cc(C(F)(F)F)n1)C(=O)Nc1ccc2c(c1)OCO2 (stereo unspecified)	-2.8	2.5	-0.5	7.6	-3.9	-1.8	-0.8	-1.0	0.4	0.3
C#CCN(C(=O)c1cc(COc2cccc(C(F)(F)F)c2)on1)C1CCCCC1	3.6	-14.6	-4.7	15.1	-26.8	0.7	-0.8	-0.8	-4.5	-0.1
CC1(C)CC(=O)C2=C(C1)NC(=O)CC2c1cc(F)ccc1F (stereo unspecified)	2.2	3.7	5.2	-3.6	6.6	1.4	0.1	-6.7	1.4	0.0
O=C(/C=C/[C@H]1O[C@@H](n2ccc(=O)[nH]c2=O)[C@H](O)[C@@H]1O)NCCc1cccs1	1.4	7.2	-1.7	17.3	·	-5.2	5.9	5.2	2.2	-0.5
Cc1c(NC(=O)CN2CCC(C(N)=O)CC2)cccc1[N+](=O)[O-]	1.2	2.7	-0.5	8.2	2.1	-6.0	2.6	9.9	-1.8	0.7
COc1ccc(-c2cc3ccccc3oc2=O)cc1NC(=S)NC(=O)c1ccc2c(c1)OCCO2	0.6	5.0	4.3	0.8	-9.4	-17.1	-1.8	24.0	1.4	-1.6
COc1ccc(C2=NN(C(=O)CSC3=NN4CCCC(=O)N=C4S3)C(c3cccc(OC)c3OC)C2)cc1 (stereo unspecified)	-0.3	0.0	-1.6	5.3	-8.7	-0.3	-7.3	-15.4	6.1	2.9
Cc1n[nH]c(=O)c2c(NC(=O)CSc3ccc(Br)cc3)oc(C)c12	1.6	4.2	0.1	3.7	-0.3	-3.8	-1.4	-13.7	1.7	-1.2
Cc1ccc(NC(=O)Nc2ccno2)cc1	4.5	-1.6	-2.7	5.4	·	-5.2	-0.1	-1.1	3.1	-0.4
Cc1cccc(CN2CCN(CC(=O)NCc3ccc(F)cc3)C2=O)c1	3.1	0.0	-2.5	-23.6	2.9	-5.5	-10.7	5.7	1.0	2.4

Some of these compounds in order of the SMARCA2 act value, rising.
compound | SMARCA2 act
Cc1cccc(CN2CCN(CC(=O)NCc3ccc(F)cc3)C2=O)c1 | -2.5
CC(Sc1nc(-c2ccccc2)cc(C(F)(F)F)n1)C(=O)Nc1ccc2c(c1)OCO2 (stereo unspecified) | -0.5
Cc1n[nH]c(=O)c2c(NC(=O)CSc3ccc(Br)cc3)oc(C)c12 | 0.1
CC1(C)CC(=O)C2=C(C1)NC(=O)CC2c1cc(F)ccc1F (stereo unspecified) | 5.2

(continued)
SMILES	NPR1 activator	mABHD4 FP	SMARCA2 act	ARFGAP1 inhibitor	HTRA1 inhibitor	Rev-erbA mod	GC-B act	ASAP1 GAP inh	rCAG RNA binder	PG9 binder
CCOc1ccc(C(=O)N2CCCC(c3nc(-c4ccc(C)o4)no3)C2)cc1 (stereo unspecified)	4.1	8.1	-5.2	-9.2	-11.1	-2.5	1.2	5.8	-8.4	-0.9
CCOC(=O)Cn1c(=O)oc2cc(S(=O)(=O)Nc3ccc(N(CC)CC)cc3C)ccc21	-1.5	8.4	0.7	8.1	-0.3	1.9	-1.0	-12.1	9.8	-1.5
CC(CNc1nc2ccc(Cl)cc2n2cnnc12)c1ccccc1 (stereo unspecified)	3.3	-2.2	0.2	-4.1	-7.6	8.4	8.8	6.0	0.9	2.9
CCCCN1C(=S)NC[C@@H]1C(C)CC (stereo partly specified)	-0.8	-1.2	-0.2	-17.0	-1.8	-1.1	-3.4	-5.8	-4.0	1.4
C=CCc1cccc2cc(C(=O)OCC)c(=O)oc12	3.0	3.6	-3.4	-3.2	3.9	0.2	2.8	-0.8	0.5	-1.1
COc1ccccc1CN1CC(C(=O)N(C)Cc2ccncc2C)CCC1=O (stereo unspecified)	-0.6	-2.3	-1.6	2.3	7.2	-5.2	2.4	-3.6	-3.6	-1.8
O=C(Nc1nnc(COc2ccc(F)cc2)s1)c1ccco1	-0.8	3.5	-1.6	7.5	·	-1.0	-4.9	4.0	2.8	0.9
CCOC(=O)c1cnc2c(cnn2C)c1Cl	4.9	-2.8	-0.6	3.5	10.4	6.1	-0.1	-4.4	-0.5	2.2
COC(=O)c1ccc(CN2[C@H](C(=O)OC)C[C@@]3(O)[C@@H](O)[C@@H](O)[C@@H](O)C[C@@H]23)cc1	1.6	4.3	0.2	12.0	0.0	-4.2	4.4	12.6	0.9	-0.8
Cc1ccc(C(=O)N2CCCC(c3nc4c(nnn4Cc4ccccc4)c(=O)[nH]3)C2)cc1 (stereo unspecified)	-1.7	0.9	-2.8	-0.8	-3.2	4.3	2.9	-2.9	-0.1	0.2
c1ccc(-c2nc3nonc3c3nc4ccccc4n23)cc1	4.1	-7.9	-1.1	-14.8	-8.2	-4.8	5.4	-4.4	4.9	0.6
Cc1ccc(N2CC(C(=O)N3CCC(C(=O)Nc4nnc(C(C)(C)C)s4)CC3)CC2=O)cc1 (stereo unspecified)	4.4	-0.5	-2.8	11.1	0.5	-1.5	-5.5	-15.8	0.5	-0.5
C=CCn1c(=O)c(C(=O)NCc2ccc3c(c2)OCO3)c(O)c2ccccc21	1.2	-7.8	-2.8	3.0	-5.2	-2.7	5.2	-3.4	3.2	-1.1
COc1cc2ccccc2cc1C(=O)OCC(=O)NC1CCS(=O)(=O)C1 (stereo unspecified)	0.6	-0.6	5.0	-1.2	9.9	-7.7	1.0	4.0	-1.9	-2.2
O=C(Nc1ccn(-c2ccccc2)n1)c1ccccc1Br	3.6	-31.2	3.1	4.5	-9.1	-2.5	2.0	0.4	-7.2	-0.7
O=C1NC[C@@H](CCCCN2C[C@H](Cc3ccc(O)cc3)N(CCc3ccc(O)cc3)C(=O)C2=O)N(CCc2ccc(O)cc2)C1=O	-0.5	2.1	-1.8	6.5	·	-3.3	5.2	2.7	2.8	-1.0
Cc1ccc(NC(=O)CSc2ncn[nH]2)cc1	-1.2	-5.0	-1.1	13.3	-5.7	-2.0	1.1	-2.4	4.4	-1.8
COc1ccc(CCNC(=O)C2CCN(S(=O)(=O)c3ccc4nc5c(c(C(=O)O)c4c3)CCCC5)CC2)cc1OC	7.1	6.7	-1.0	-11.2	1.2	-1.5	4.1	-5.7	24.1	-1.2
Cc1ccc2c(c1)N(CC(=O)OC(CC(C)C)C(=O)NC1CCCC1)C(=O)CO2 (stereo unspecified)	-4.3	-4.2	-0.4	9.5	-7.5	-5.3	-2.1	-5.6	-7.0	0.2
COC(=O)C1=C(C)N(Cc2ccc(C(F)(F)F)cc2)C(=NCc2ccccc2)NC1c1cccc(F)c1 (stereo unspecified)	-15.0	33.8*	-7.8	2.5	·	4.2	-11.4	-8.4	8.6	-0.3
N/C(=N\OC(=O)c1ccco1)c1cccc([N+](=O)[O-])c1	0.5	5.5	3.4	6.2	-8.2	1.2	-2.2	-9.0	1.4	-2.2
CC(C)(C)NC(=O)/C(=C\c1ccco1)NC(=O)c1cccs1	1.9	11.0	-0.8	1.0	2.2	1.0	1.6	-13.0	0.6	-0.9
COc1ccccc1NC(=O)CSc1n[nH]c(-c2ccccn2)n1	-3.7	-9.0	-0.1	9.9	0.7	1.6	-3.3	0.3	6.6	2.0
NC(=O)NC1(C(=O)O)CCCC1	2.1	4.7	1.6	1.5	7.9	-1.0	1.7	-0.3	0.1	-1.8
CCN(CC)CCOc1ccc(-c2c(C)c3c(ccc4ccccc43)oc2=O)cc1	1.7	-2.3	-5.6	-3.5	-5.6	3.8	2.6	4.3	1.1	-2.2
COc1ccc(N2CCN(C(=O)c3ccccc3NS(=O)(=O)c3ccccc3)CC2)cc1	4.6	6.0	1.5	-6.9	-4.2	-2.4	9.3	5.5	13.4	-1.1
CCOc1ccc(NC(=O)CSc2nncc(=O)[nH]2)cc1	3.4	0.3	-0.9	-0.4	-0.7	-4.4	2.6	-4.1	6.2	-0.7
CN1CCN(c2sc(S(C)(=O)=O)nc2S(=O)(=O)c2ccc(Cl)cc2)CC1	0.4	-1.3	-0.9	8.2	-0.1	0.7	0.5	-13.1	-3.7	1.1
CC(C)(C)NC(=O)c1cccc(NC(=O)CSc2ccccc2)c1	11.7	-5.7	0.0	-7.3	-4.1	1.4	4.5	1.8	0.1	-0.1

Not a hit list. Share with any hit: about 4.4%.
